# Compound activity (PubChem)
# H9c2 TAG inh = reduces triacylglycerol accumulation in H9c2 cells; 230,000 tested, 0.66% active; Nile Red lipid (TAG) fluorescence; cells loaded with 200 µM oleic acid; inhibition, % at 12.5 µM;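 active = pattern-corrected inhibition of lipid staining of at least 50% with the nuclear-stain viability signal not falling by more than 50%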;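 note: 0% = DMSO wells and 100% = triacsin C control wells; some results filed as inactive read as strong as hits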
# H9c2 TAG inh DAPI viability = second read-out of H9c2 TAG inh, no call of its own (marks repeat the call); DAPI nuclei signal change (viability), lower = more cytotoxic, %;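 whole-well DAPI fluorescence read on a plate reader as a viability signal; minus 50 percent equals half of cells still viable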
# Starred values were filed as active, the others as inactive. Some of the compounds tested; the hit share may differ from the screen's.
# A first look (three entries):
SMILES | H9c2 TAG inh | H9c2 TAG inh DAPI viability
O=C1COc2ccc(C(=O)COC(=O)Cc3ccccc3F)cc2N1 | 1 | -7
Cc1ccsc1/C=N/NC(=O)c1ccc([N+](=O)[O-])cc1 | -1 | -6
CN1CCN(NC(=O)Nc2ccc(Br)cc2)CC1 | -8 | 1

# The whole of this part (from the top)
SMILES | H9c2 TAG inh | H9c2 TAG inh DAPI viability
O=C1COc2ccc(C(=O)COC(=O)Cc3ccccc3F)cc2N1 | 1 | -7
Cc1ccsc1/C=N/NC(=O)c1ccc([N+](=O)[O-])cc1 | -1 | -6
CN1CCN(NC(=O)Nc2ccc(Br)cc2)CC1 | -8 | 1
Cn1c(N)c(C(=O)c2ccccc2)c(=O)n(C)c1=O | -24 | -5
O=C(CN1C(=O)NC2(CCCCCC2)C1=O)Nc1ccc([N+](=O)[O-])cc1 | -8 | 4
Cc1cccc(-n2nnnc2-c2cnccc2C(F)(F)F)c1C | 6 | 0
CCOC(=O)Cc1csc(NS(=O)(=O)c2ccc(C(F)(F)F)cc2)n1 | -8 | -5
Cn1/c(=N/NC(=O)c2ccccc2F)sc2ccccc21 | 3 | -5
COc1ccc(C(=O)c2c(O)cc(-c3ccc(OC)cc3)oc2=O)cc1 | -1 | -2
COCCNC(=O)CSc1cc(=O)n(C)c2cc(Cl)ccc12 | 4 | 0
Cc1ccc(-c2nnc(SCC(=O)N3CCN(c4ccccc4)CC3)o2)cc1 | -5 | -5
CCOC(=O)CN1C(=O)C(=O)c2cccc(C)c21 | 5 | 0
CCCNC(=O)[C@H](Cc1c[nH]c2ccccc12)NC(=O)c1ccccc1Cl | 4 | 5
COc1ccccc1C(=O)NCC(=O)N1CCN(S(=O)(=O)c2ccc3c(c2)OCCO3)CC1 | 5 | 8
O=C(N/N=C/c1ccc[nH]1)c1ccc2c(c1)OCO2 | -1 | 6
CC[C@H](C)[C@H](NC(=O)OCc1ccccc1)C(=O)OCC(=O)N1CCN(c2ccc(F)cc2)CC1 | -35 | -11
CN(C)c1ccc(/C=C2\CCCCC2=O)cc1 | 7 | -10
COC(c1ccccc1)c1nnc(CCC(=O)N2CCN(Cc3cccs3)CC2)o1 (stereo unspecified) | -13 | -2
CC(=O)Nc1ccc(NC(=O)Cn2ccc([N+](=O)[O-])n2)cc1 | 0 | -7
C[C@@H]1CN([C@H](C)CO)C(=O)CCCn2cc(nn2)CO[C@H]1CN(C)S(=O)(=O)c1ccc(-n2cccn2)cc1 | 3 | 1

# Taken from above:
# COc1ccc(C(=O)c2c(O)cc(-c3ccc(OC)cc3)oc2=O)cc1 in H9c2 TAG inh DAPI viability shows -2
# CCCNC(=O)[C@H](Cc1c[nH]c2ccccc12)NC(=O)c1ccccc1Cl in H9c2 TAG inh shows 4
# CCOC(=O)CN1C(=O)C(=O)c2cccc(C)c21 in H9c2 TAG inh DAPI viability shows 0
# COc1ccccc1C(=O)NCC(=O)N1CCN(S(=O)(=O)c2ccc3c(c2)OCCO3)CC1 in H9c2 TAG inh shows 5
# Cc1ccc(-c2nnc(SCC(=O)N3CCN(c4ccccc4)CC3)o2)cc1 in H9c2 TAG inh DAPI viability shows -5

# Next entries.
SMILES | H9c2 TAG inh | H9c2 TAG inh DAPI viability
O=C(Cn1nc(CNc2ccc(Br)cc2)[n+]2c1CCCCC2)c1ccc([N+](=O)[O-])cc1 | 4 | 3
CCOc1ccc(NC(=O)C2CC(=O)N(CCc3ccccc3)C2)cc1OC (stereo unspecified) | 2 | 1
COc1ccc(-c2ccc(OC)c([C@H]3[C@H]4C=CC[C@@H](C)[C@@H]4C(=O)N3Cc3ccccc3)c2)cc1OC | 4 | -4
Cc1nc2cc3ccccc3cc2n1C | 2 | 7
Cc1cccc(NC(=S)NCC(c2cccnc2)N(C)C)c1C (stereo unspecified) | -9 | 11
CCOC(=O)c1ccc(OCC(=O)c2ccc(O)cc2O)cc1 | -14 | 5
COc1ccccc1N(C)S(=O)(=O)c1ccc(C(=O)OCC(=O)Nc2ccc(C(N)=O)cc2)cc1 | -1 | 3
CC(C)c1ccc(S(=O)(=O)N2CCN(C(=O)c3ccncc3)CC2)cc1 | -2 | -2
CCc1c(C2(O)CCCCC2)[nH]c2ccc(C(=O)OC)cc12 | -32 | 2
O=C(NCc1n[nH]c(=S)n1-c1cccc(Cl)c1)c1cccs1 | 2 | 1
C=CCNC(=S)N/N=C/c1cccc([N+](=O)[O-])c1 | -19 | 14
CCOc1ccc(NC(=O)CSc2nc3ccsc3c(=O)n2Cc2ccc(C(=O)O)cc2)cc1 | -5 | -1
O=[N+]([O-])c1cc([N+](=O)[O-])c(Oc2cccc(Cl)c2Cl)cc1NN1CCCCC1 | 19 | -11
CCCN1CCC(N2CCN(c3ccc([N+](=O)[O-])cc3)CC2)CC1 | 1 | 3
O=C(Cn1nnc2c(cnn2-c2ccc(F)cc2)c1=O)OC1CCCCC1 | 1 | 6
COc1cccc(C=Nc2ccccc2C(=O)Nc2nccs2)c1OC | -23 | 35
CCOC(=O)c1[nH]c2ccccc2c1NC(=O)CN1CCCCC1 | -5 | 22
O=C(NC1CCCc2ccccc21)C1CCC(CNS(=O)(=O)c2cccc3nsnc23)CC1 (stereo unspecified) | 20 | -12
O=C(Nc1ccc(F)cc1)c1ccc2c(c1)S(=O)(=O)N=C1CCCCCN12 | 14 | -8
COc1ccccc1CNC(=O)C(C)Oc1ccccc1 (stereo unspecified) | -13 | 8
COC(=O)N/N=C/c1ccc(OC(=O)c2ccco2)c(OC)c1 | -4 | 4
O=C(Nc1ccc(Cl)cc1)c1cccc(OC(=S)N2CCOCC2)c1 | 19 | 1
C=CCn1c(=N)n(CC(O)c2ccco2)c2ccccc21 (stereo unspecified) | -8 | 1
CC(C)[C@@H](C(=O)NCC1CCC(C(=O)O)CC1)n1nnc2ccccc2c1=O (stereo partly specified) | -4 | -3
COC(=O)[C@]1(Cc2ccccc2)N[C@H](CN(C)C(=O)c2ccc(F)cc2)[C@@H]2C(=O)N(C)C(=O)[C@@H]21 | -2 | 2
Cc1nc2ccccc2c(=O)n1NC(=O)C1CC1 | -3 | -3
COc1ccc(-n2nc(C(=O)NCc3ccco3)c3c4ccccc4n(C)c3c2=O)cc1Cl | 2 | -5
O=C(Cn1cnc2ccccc2c1=O)c1ccc(Br)cc1 | -4 | 8
Cc1cccc(NC(=O)CN2C(=O)N/C(=C/c3cc(C)n(C)c3C)C2=O)c1 | 10 | 1
Cc1cc(C)cc(NC(=O)NN2C(C)CCCC2C)c1 (stereo unspecified) | -8 | -4
N#CCCC12CCCCC1=Nc1ccccc12 (stereo unspecified) | 11 | -12
CC(=O)c1c(C)n(C)c2ccc(OC(=O)c3ccco3)cc12 | -8 | 9
Fc1ccccc1Cn1c2[n+](c3ccc(C(F)(F)F)cc31)CCCCC2 | -20 | 6
C[C@H](CO)N1C[C@H](C)[C@@H](CN(C)C(=O)NC2CCCCC2)Oc2ccc(NC(=O)Cn3cnnn3)cc2C1=O | -3 | -4
CCOC(=O)C(=O)/C(C#N)=C/Nc1ccc(Cl)cc1 | 1 | -4
COc1ccc(C(=O)Nc2ccc3c(c2)OCCO3)cc1[N+](=O)[O-] | 5 | -6
Cc1ccc2nsnc2c1NC(=O)c1cccnc1Cl | 3 | -4
CC1(C)OC(=O)C(=CNCC(=O)NCC(=O)O)C(=O)O1 | 8 | -11
CCOc1ccc(/C=C/C2=CC(C)(C)NC(=S)N2)cc1 | 0 | -2
Cc1cccc2sc(NC(=O)CCNS(=O)(=O)c3cccc4nonc34)nc12 | 25 | -9
COc1ccc(NS(=O)(=O)c2ccc(C(=O)NCC3(N4CCOCC4)CCCCC3)cc2)cc1 | -67 | -3
O=C(O)C1CN(c2ncccc2[N+](=O)[O-])C1 | 10 | -1
CCOC1OC(=O)C(Cl)=C1Nc1ccc(C)cc1 (stereo unspecified) | -6 | -4
Cc1cc2cccc(C)c2nc1SCC(=O)NCC1CCCO1 (stereo unspecified) | 13 | -9
CSc1ccc(CN(C)CC(=O)Nc2ccccc2C(=O)NC2CC2)cc1 | 26 | -13
Cc1ccc(S(=O)(=O)NCC2CCC(C(=O)NCc3ccccn3)CC2)cc1 (stereo unspecified) | -7 | 6
Cn1c(SCc2cccc(Br)c2)nc2c1c(=O)[nH]c(=O)n2C | -31 | 1
C[C@@H]1CN([C@@H](C)CO)C(=O)CCCn2nncc2CO[C@@H]1CN(C)C(=O)NC1CCCCC1 | 2 | 7
O=C(Nc1ccon1)c1ccc(Br)s1 | -12 | 2
COc1ccc(CN(CC(O)COCc2ccccc2)S(=O)(=O)c2ccccc2Br)cc1 (stereo unspecified) | -12 | -8
CN1CCN(NC(=O)c2ccc(F)cc2)CC1 | -1 | -6
COCCN(Cc1cc2c(C)cc(C)cc2nc1Cl)C(=O)c1ccccc1F | -57 | 2
Cc1ccc(C(=O)NN2CCOCC2)cc1[N+](=O)[O-] | 3 | 5
COc1ccc(C(=O)C2CCCN(Cc3ccc4c(c3)OCCO4)C2)cc1F (stereo unspecified) | -3 | 11
Cc1nc2ccc(Br)cc2c(=O)n1Cc1cccs1 | -5 | 1
CCCc1cc(=O)[nH]c2nnc(SCC(=O)Nc3nccs3)n12 | 17 | 1
O=C(Cn1cc2c(n1)CCCCC2)Nc1ccccc1Cl | 4 | -2
COc1cc(-c2coc3c(C(=O)NCc4ccc(OC)c(OC)c4)cccc23)ccc1O | 6 | -7
O=C(Nc1cccc2ncccc12)c1cc(Br)ccc1Cl | 8 | -1
COc1ncnc2c1ncn2CCCN1CCN(C(=O)C2CC2)CC1 | -4 | 5

# (more compounds)
SMILES | H9c2 TAG inh | H9c2 TAG inh DAPI viability
O=C(Cc1ccccc1[N+](=O)[O-])OCN1C(=O)c2ccccc2C1=O | 5 | 1
COc1ccc(CNC(=O)C(C)Sc2nc3ccccc3c(=O)n2CCCN2CCOCC2)cc1 (stereo unspecified) | 9 | 7
N#Cc1nc(-c2ccccc2)oc1N1CCN(C(=O)c2ccco2)CC1 | -2 | 1
COc1ccc(/C=C(/NC(=O)c2ccccc2Cl)C(=O)NCCCC(=O)O)cc1 | 12 | -6
CCOC(=O)c1cc(-c2ccccc2)sc1NC(=O)C(C)Sc1nnc(N)s1 (stereo unspecified) | 12 | 5
CCCC1C2C(=O)N(c3cccc(C)c3)C(=O)C2ON1c1ccccc1 (stereo unspecified) | 6 | 7
COc1ccc(C(=O)OC/C(O)=C(\C#N)c2nc3ccccc3[nH]2)cc1S(=O)(=O)N1CCOCC1 | 8 | -2
COc1cc(OC)cc(C(=O)N2CCN(Cc3ccccc3Br)CC2)c1 | 21 | -5
Cc1cc(Cl)ccc1OCC(=O)OCC(=O)N1CCC(C(N)=O)CC1 | -11 | 1
COc1ccc(NC(=O)c2cc(C3CCCCN3C(=O)c3ccc(NC(C)=O)cc3)on2)c(C)c1 (stereo unspecified) | 5 | -5
Cc1c(NC(=S)NC(=O)c2ccco2)cccc1-c1nc2ncccc2o1 | -23 | 6
Cc1cc(S(=O)(=O)Nc2cccnc2)c(C)s1 | -6 | -4
COC(=O)N/N=C(\C)c1ccc(OC(F)F)cc1 | -10 | -4
CCSc1nnc(NC(=O)c2cccc(OCc3c(C)noc3C)c2)s1 | 12 | 9
CCc1nc2ccc(C(=O)Nc3ccc(NC(C)=O)cc3)cn2c1N(C)CCC(C)C | -17 | 14
Cc1oc(-c2ccccc2F)nc1CS(=O)(=O)CC(=O)NCCCc1ccccc1 | 4 | -1
COc1cccc(C2C(C(=O)NCc3ccccc3)=C(C)Nc3ncnn32)c1 (stereo unspecified) | -22 | 6
CCCc1nc(NCCCOCC)c2nnn(Cc3ccccc3)c2n1 | -4 | 5
COc1ccccc1-n1c(SCC(=O)O)nc2sc3c(c2c1=O)CCC3 | 1 | -1
Cc1ccc(C(=O)NN=Cc2ccc3c(c2)OCO3)cc1 | -10 | 5
CCOC(=O)c1c(C)noc1-c1ccc(Br)o1 | -4 | -1
CN1CCN(S(=O)(=O)c2ccc(NC(=O)COc3ccccc3Cl)cc2)CC1 | -6 | 11
Cc1ccc(S(=O)(=O)N2C[C@@H]3CCCC[C@@H]3[C@@H](C)[C@H]2c2cn(Cc3ccccc3)c3ccc(F)cc23)cc1 | 9 | 0
CSc1cc(-c2ccccc2)n(Cc2ccccc2Cl)c(=O)c1C#N | 43 | -14
CC(=O)c1ccc(NC(=O)c2ccc(NC(=O)c3ccco3)cc2)cc1 | 14 | 59
Oc1ccc(-c2cccc(-c3ccc(O)cc3)c2)cc1 | 9 | 4
O=C(NCC1CCCO1)c1cccc(NS(=O)(=O)c2ccc(Br)cc2)c1 (stereo unspecified) | -8 | -4
COc1ccc(NC(=O)Nc2cccc3c2O[C@H](CN(C)C(=O)Nc2c(C)noc2C)[C@@H](C)CN([C@H](C)CO)C3=O)cc1 | -1 | -3
CC(=O)N1CCN(c2cccc(C)c2C)CC1 | 4 | 4
Cc1ccc(S(=O)(=O)N(C)c2ccc(OCC(=O)OCC(=O)N(CC#N)c3ccccc3)cc2)cc1 | 7 | -2
C[C@@H]1CN([C@H](C)CO)C(=O)c2cc(-c3ccc(C#N)cc3)cnc2O[C@H]1CN(C)C(=O)c1ccccc1 | 17 | -4
Cc1ccc(C(=O)NNC(=O)CCn2nnc3ccccc32)cc1 | -9 | -7
COC(=O)C1=CN(C)C=C(C(=O)OC)C1c1ccccc1Cl | 39 | 52
COc1ccc(OC)c(C2=Nn3c(nnc3-c3cc(C)[nH]n3)SC2)c1 | 6 | 0
O=C(COc1ccc(S(=O)(=O)N2CCCCC2)cc1)NCc1ccccn1 | -8 | 3
CC1(c2ccc(Cl)cc2)NC(=O)N(CC(=O)Nc2ccc3c(c2)OCO3)C1=O (stereo unspecified) | 12 | 1
Cc1ccsc1C(=O)NNC(=O)Nc1ccc(Cl)c(Cl)c1 | 15 | -7
CCN(Cc1ccccc1)C(=O)Cn1c(=O)n(-c2ccc(OC)cc2OC)c(=O)c2c(C)c(C)sc21 | 8 | 10
CC(C)(C)OC(=O)NCc1ccc(CNC(=O)c2[nH]cnc2C(=O)NCC(=O)OCc2ccccc2)cc1 | -20 | -2
CCN(CC)CCN(Cc1cc2cc(C)c(C)cc2[nH]c1=O)C(=S)NCc1ccco1 | 8 | 25
CCC(=O)Nc1nnc(SCC(=O)Nc2cccc(Cl)c2)s1 | 13 | -4
